dFosB activator – activators of mouse delta FosB homodimer; P13346; purified delta FosB, TAMRA-CDK5 oligo fluorescence polarization; percent of positive-control signal above neutral wells; activation, % at 25 µM; actives 0.99% (n = 340,000);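 active = mean activation above about 17%, with every replicate also reaching it, limit read from the data, passing the limit was not always enough; inconclusive = only one of the two conditions met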;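 also: fluorescence polarization rise as delta FosB binds a TAMRA Cdk5 AP-1 oligo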
Target sequence (P13346 whole entry, looked up): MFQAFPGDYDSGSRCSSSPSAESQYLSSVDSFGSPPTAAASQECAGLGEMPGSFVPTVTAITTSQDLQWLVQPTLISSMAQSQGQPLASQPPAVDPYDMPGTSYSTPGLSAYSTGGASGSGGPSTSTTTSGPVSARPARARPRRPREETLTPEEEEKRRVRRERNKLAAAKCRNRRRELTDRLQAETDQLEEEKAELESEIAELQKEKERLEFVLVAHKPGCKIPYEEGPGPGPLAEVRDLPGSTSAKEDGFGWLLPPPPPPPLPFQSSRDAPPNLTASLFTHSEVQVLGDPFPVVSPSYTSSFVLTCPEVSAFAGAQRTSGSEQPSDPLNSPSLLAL
CAL PDZ FP-1 – inhibitors of human CAL PDZ peptide binding | purified CAL PDZ, TMR-peptide fluorescence polarization, 1 h | inhibition, % at 20 µM | actives 0.02% (n = 330,000) | AID 504414;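 active = highest replicate inhibition of at least 40%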;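 also: plate controls were DMSO neutral control wells for no effect and unlabeled competitor peptide control wells for full effect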
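Test system: tagged CAL PDZ domain / Buffer or medium: sodium phosphate/NaCl buffer pH 7.4 with TCEP, IgG, Thesit / Reagent: TMR-labelled reporter peptide T*-PRC34 bound in PDZ groove / Compound dosing: single point, 20 µM / Schedule: 1 h incubation at room temperature before polarization reading / Technique: fluorescence polarization (mP) / Benchmarks: unlabelled peptide, DMSO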
RTF Ca sens act – increases calcium sensitivity of human cardiac regulated thin filaments; IANBD-labeled TnC RTF fluorescence at EC20 calcium; 0% EC20 calcium, 100% full calcium; activation, % at 7.2 µM; actives 0.24% (n = 340,000); AID 493008;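 active = activation above the mean over all tested compounds plus 3 SD, cut at about 30% in these data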;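 also: rise in fluorescence read as greater calcium sensitivity of cardiac thin filaments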
V-ATPase pH – alters yeast V-ATPase proton transport; S. cerevisiae, pHLuorin cytosolic pH fluorescence; response, % at 10 µM; actives 0.37% (n = 350,000); in the data active = response mostly above about 7.3%, no sharp cut-off; inactive = mostly below about 5.4%; also: actives read high; inactives centre near 0; some compounds called inactive have numbers as strong as hits
MITF TRPM1 HTS – MITF TRPM1 promoter activation in melanoma cells | actives 0.75% (n = 300,000) | SK-MEL-5 TRPM1-promoter luciferase, 24 h; % of positive control, neutral wells = 0 | AID 588334 | activation, % at 12.5 µM;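 active = mean activation of at least 80% with every replicate also reaching 80%; inconclusive = mean reaches 80% but some replicate falls short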;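 also: 0% = neutral control wells and 100% = parthenolide positive control wells; values of inactives mirror those of a sister screen read the other way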
CDK5 inh – CDK5/p35 (human) kinase inhibition. Q00535+Q15078. Recombinant CDK5/p35, ADP-Glo luminescence, 60 min. inhibition, % at 10 µM. actives 0.01% (n = 330,000). AID 488839;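 active = highest replicate inhibition of at least 50% and at least 75% of replicates reaching 50%; inconclusive = only one of the two criteria met; inactive = both criteria failed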;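 also: plate controls were DMSO neutral control for no effect and GW8510 at 10 µM for full effect; many of its hits are not listed in these tables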
Tat transport – inhibitors of E. coli Tat protein transport. AID 488895. E. coli MC4100 TorA-mCherry Tat export, fluorescence. inhibition, % at 10 µM. actives 0.036% (n = 340,000);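 active = mean replicate inhibition at least 50% and at least half of replicates individually reaching 50%; inconclusive = only one of the two criteria met; inactive = neither criterion met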;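 also: exported cargo escapes ClpAP degradation while cytoplasmic cargo is degraded and loses fluorescence; 0% = median of neutral control wells and 100% = median of NaSCN control wells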
CAL PDZ FP-2 – CAL PDZ (human) peptide binding inhibition | Q9HD26 | purified CAL PDZ, TMR-peptide fluorescence polarization, 1 h | inhibition, % at 24.9 µM | actives 0.92% (n = 300,000) | AID 602252;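 active = mean inhibition of at least 30% with at least half of replicates also reaching 30%; inconclusive = no clear call, values can overlap the other calls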;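 also: 0% = DMSO neutral control and 100% = excess unlabeled competitor peptide PRC23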
Rtt109 Vps75 – C. albicans Rtt109 histone acetyltransferase inhibition; Q5AAJ8; purified Rtt109/Vps75, ThioGlo CoA-SH fluorescence, 4 h; inhibition, % at 34.9 µM; actives 0.16% (n = 330,000); AID 540336;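 active = inhibition of at least 50% in every replicate; inconclusive = best replicate reaches 50% inhibition but some replicates fall short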
Target sequence (Q5AAJ8 whole entry, looked up): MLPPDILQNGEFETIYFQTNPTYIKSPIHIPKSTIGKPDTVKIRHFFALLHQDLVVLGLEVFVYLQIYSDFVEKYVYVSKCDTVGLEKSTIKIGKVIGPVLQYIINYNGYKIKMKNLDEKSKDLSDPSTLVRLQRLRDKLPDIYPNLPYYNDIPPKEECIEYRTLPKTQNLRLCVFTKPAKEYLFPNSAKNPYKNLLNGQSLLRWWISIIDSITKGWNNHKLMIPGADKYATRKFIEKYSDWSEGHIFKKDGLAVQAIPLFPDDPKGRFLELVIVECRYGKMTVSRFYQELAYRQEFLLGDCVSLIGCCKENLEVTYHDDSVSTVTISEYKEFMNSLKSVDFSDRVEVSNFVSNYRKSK
Wnt bcat act – activators of Wnt/beta-catenin signaling; activation, % at 9.35 µM; Wnt/beta-catenin reporter cell assay, activator, plate reader; actives 1.2% (n = 300,000); in the data active = activation above about 30%, passing the limit was not always enough; inconclusive = no clear call, values can overlap the other calls;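 also: 0% = neutral control wells and 100% = positive control wells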
Numbers without * were called inactive; u = inconclusive; x = not tested or not shown. Rows are unselected, and some 4.1% of all compounds hit somewhere here.

SMILES	dFosB activator	CAL PDZ FP-1	RTF Ca sens act	V-ATPase pH	MITF TRPM1 HTS	CDK5 inh	Tat transport	CAL PDZ FP-2	Rtt109 Vps75	Wnt bcat act
O=C(CSc1nnnn1-c1ccccc1)N1N=CCC1c1ccccc1 (stereo not given)	-7	-0.3	0	1	9	-2.8	-2	-1	5	x
Cc1[nH]nc2c1C1(CCOC1C)C(C#N)=C(N)O2 (stereo not given)	9	-2.2	-1	3	-1	-0.7	-13	-2	7	x
Cc1nn(-c2ccccc2)c2sc(C(=O)c3c(N)n(C)c(=O)n(C)c3=O)cc12	-13	-2.4	0	6	10	0.2	2	-1	0	x
Cc1ccc(C2C(C#N)=C(N)Oc3n[nH]c(C)c32)cc1 (stereo not given)	8	-0.8	4	-5	-4	-0.9	-4	1	8	-6
Cc1ccc(CNC(=O)CS(=O)(=O)CC(=O)O)cc1	1	-2.2	-4	1	-9	-0.9	0	0	-6	-3
COc1cc(CN2CCN(c3cccc(C)c3C)CC2)cc([N+](=O)[O-])c1O	-4	-0.1	3	2	-10	-0.4	-12	2	6	0
Cc1cc(N(C)N)nc(NC(=O)NS(=O)(=O)c2ccccc2Cl)n1	7	0.4	-4	2	-1	-0.1	6	0	-11	-2
CC(C)(C)c1ccc(C(=O)NC(=S)N2CCOCC2)cc1	-1	-1.4	-1	7	104*	0.8	-7	-3	-12	34*
Cc1ccc(S(=O)(=O)N2CCOCC2)cc1C(=O)NC1CCCC(C)C1C (stereo not given)	1	-1.4	-1	-5	-9	-0.1	-1	-1	u	3
COc1ccc(S(=O)(=O)Nc2cc3c(C(C)=O)c(C)oc3c3ccccc23)cc1	-3	-1.3	-2	-3	-39	0.5	-2	-3	-13	-17
Cc1cc(C)c(NC(=O)CN(C)S(=O)(=O)c2ccc3c(c2)n(C)c(=O)c(=O)n3C)c(C)c1	1	-1.4	-4	-4	7	2.0	1	10	-10	-3
COc1ccc(OC)c(NC(=O)Cn2c(CCC(=O)O)ccc2-c2ccc(C)cc2)c1	-7	-0.7	1	1	-7	1.4	22	x	6	-1
O=C(c1ccc(Br)o1)N1CCN(C/C=C/c2ccccc2)CC1	1	x	7	1	x	-6.4	12	-3	-8	-1
Cc1ccc(S(=O)(=O)C2C(=O)N(C)C3(C)CC2c2ccccc2O3)cc1 (stereo not given)	1	-0.6	11	-2	0	2.0	-3	0	3	-5
Cc1ccc(/C=C2\SC(=O)N(CCC(=O)N3CCN(C)CC3)C2=O)cc1	-18	0.1	-12	0	40	-0.6	4	-3	12	6
Cc1nc2ccccc2nc(C)c1=NOCc1ccc(C#N)cc1	0	-0.5	1	3	3	0.6	8	5	6	4
O=C(CCc1ccc(S(=O)(=O)N2CCOCC2)cc1)Nc1c(F)cccc1F	-6	-1.0	0	-4	-9	-1.7	14	x	-14	-4
CCCn1c(SCC(=O)NC2CCCC2)nnc1C(C)C	1	-2.7	4	2	-4	1.4	12	-1	-2	-1
COc1ccc(Cl)cc1NC(=O)C(C)N(C)Cc1ccc(C(F)(F)F)cc1 (stereo not given)	1	-0.6	3	-5	-8	-0.7	15	-5	8	-3
O=C(Cc1cccs1)Nc1cc(SCCO)cc([N+](=O)[O-])c1	0	-1.1	-1	4	7	0.8	0	1	7	0
O=C(O)COc1ccc(Br)cc1/C=C1/SC(=O)N(CC(=O)N2CCCC2)C1=O	1	x	-1	-3	0	-0.1	-5	5	-1	-3
CCS(=O)(=O)N1CCN(C(C)CCc2ccccc2)CC1 (stereo not given)	6	-3.4	3	2	x	-1.3	-4	1	26	0
Cn1c(COc2ccc(F)cc2)nnc1SCC(=O)NC1CC1	2	-1.0	-1	-4	-14	-2.3	-4	x	u	-4
CSCCC1NC(=O)N(CC(=O)Nc2cc(C)on2)C1=O (stereo not given)	-5	-1.1	5	-1	x	-0.8	4	-5	-5	1
Cc1cc(N2CCCCCC2)nc2ccc(F)cc12	-3	0.5	3	-3	-10	-0.8	-3	-1	-11	x
COc1ccc(CN2CCCC(C(=O)N3CCCCC3)C2)c(OC)c1 (stereo not given)	0	0.3	-2	2	x	0.9	-11	-3	-2	x
CCOC(=O)C1=C(C)N(C)C(C)=C(C(=O)OCC)C1c1ccccn1	4	-0.5	-1	-2	x	1.0	-1	-8	-22	x
O=C(O)c1ccccc1C(=O)Nc1ccc(S(=O)(=O)Nc2nccs2)cc1	8	-0.6	-1	-1	-5	1.2	-8	-1	3	3
COc1ccc2[nH]c(=S)cc(C)c2c1	-2	0.0	0	3	x	-5.7	-1	x	-9	-1
Oc1c(CN2CCc3ccccc3C2)cc(Cl)c2cccnc12	3	0.4	-6	-3	-74	-0.1	0	x	7	x
O=[N+]([O-])c1cccc(-c2csc(Nc3ccccc3)n2)c1	-12	-0.3	3	3	44	1.1	3	x	12	9
C=C[C@]1(C)C=C2CC[C@H]3[C@@](C)(CCC[C@@]3(C)C(=O)O)[C@@H]2CC1	-3	0.4	-5	0	2	0.9	10	-1	27	x
CCN(CC(=O)Nc1ccc(NC(C)=O)cc1)C(=O)c1sc2nc3n(c(=O)c2c1C)CCC3	-7	0.1	1	-6	-7	-0.7	-3	-5	-3	-3
CCCCc1nnc(NC(=O)CCS(=O)(=O)c2ccc(C)cc2)s1	-1	0.0	-3	-5	-30	0.7	-3	0	1	-5
CC/C(=N/NC(=O)c1ccccc1O)c1c(C)[nH]n(-c2ccccc2)c1=O	-4	0.6	0	0	x	1.4	5	-2	34	-1
Cc1cc(=O)[nH]c(SCC(=O)Nc2ccc(Cl)cn2)n1	4	-0.7	4	1	-2	2.1	21	2	-8	x
Clc1ccc(SCc2cc(N3CCOCC3)nc(-c3ccccn3)n2)cc1	-3	-0.9	7	1	-26	1.9	1	3	x	-2
COc1ccc(/C=N/N2CCN(c3ccc(Cl)cc3)CC2)cc1O	-8	-0.7	2	2	x	3.1	7	-4	1	3
CCN1C(=O)CSC1=Nc1cccc(C(=O)O)c1	-5	0.1	3	1	0	-1.7	4	x	-8	0
COc1ccc(CCNC(=O)c2coc3ccccc3c2=O)cc1	6	-1.9	-2	1	-10	-0.2	-7	-3	12	-2
CCOC(=O)c1ccc(NC(=O)c2sc3nc4n(c(=O)c3c2C)CCC4)cc1	-16	-2.2	2	3	6	-0.4	0	-4	7	-4
CC(C)CCNC(=O)[C@H](Cc1ccccc1)N1Cc2ccccc2C1=O	-8	-0.6	-7	4	x	-0.8	-6	-2	1	1
CC(NC(=O)c1ccco1)C(=O)N1CCc2ccccc2C1 (stereo not given)	0	-0.7	2	-3	6	3.4	1	-1	9	x
CC(=O)C1=C(O)C(CSCc2ccccc2)N(C)C1=O (stereo not given)	-9	-1.0	-3	-4	0	1.9	2	0	6	0
NC(=O)c1nnsc1-c1ccco1	1	-2.1	-8	-1	-3	0.5	-3	x	2	-2
O=C(Cn1nnc(-c2ccccc2NC(=O)c2cccs2)n1)Nc1ccccc1	-16	-1.5	5	-3	1	2.5	3	-6	-3	x
COc1ccc(N2C3=C(C(=O)CC(C)(C)C3)C(c3ccccc3OC)C3=C2CC(C)(C)CC3=O)cc1	-11	-1.0	-4	0	x	3.6	-5	x	1	0
COc1cccc(CNC(=O)CCc2nnc(C3CCCCC3)o2)c1	-8	-2.1	-3	1	7	0.5	0	1	2	0
NC(=O)C1CCN(c2ccnc3cc(Cl)ccc23)CC1	7	-0.7	-1	0	2	-1.9	-2	x	-5	0
COc1ccc(NC(=S)N2CCCN(Cc3cc(C)ccc3C)C2)cc1	-2	-2.2	0	1	5	0.9	-1	1	8	23
CN(C)c1ccc(/C=N/NC(=O)C(=O)/C=C2\NC3(CCCC3)Cc3ccccc32)cc1	-8	-2.0	-11	1	-4	1.2	5	-1	-5	x
COc1ccc(Cc2nnc(N=Nc3c(O)[nH]c4ccc(Br)cc34)[nH]c2=O)cc1	-9	-0.7	-6	7	-2	-1.5	1	7	7	2
COc1cccc(C(=O)Nc2cc3c(cc2C(C)=O)OCCO3)c1	-7	-1.5	-7	-2	12	1.9	-1	-2	7	-1
CCCSc1nc(NCc2ccco2)c2c3c(sc2n1)COC(C)(C)C3	-16	-0.8	3	9	17	4.5	6	x	6	-1
COCCCNC(=S)N1CCCN(c2nc3cc(C)ccc3cc2C#N)CC1	-4	-3.0	6	-1	-4	-4.9	5	1	-2	-2
CCOc1ccccc1NC(=O)CCNS(=O)(=O)c1ccc2[nH]c(=O)oc2c1	-2	0.3	-2	-1	-8	-1.8	-1	6	-3	-1
CC(C)C[C@@H](CO)NS(=O)(=O)c1cc(Cl)ccc1F	-3	-1.2	-1	1	1	-0.3	-4	0	4	-1
CC(C)C(=O)Nc1cc(C(F)(F)F)ccc1-n1ccnc1	-4	-0.8	0	1	5	-0.5	4	-4	-1	-2
COc1ccc(-c2cc(C(F)(F)F)n3nc(C(=O)O)nc3n2)cc1	11	-3.7	13	3	10	2.7	20	x	-13	x
COc1ccc(C)cc1NC(=O)CNC(=O)Cn1ccc2ccccc2c1=O	47*	0.6	-5	-7	-3	1.1	-11	-3	2	x

Marked active in Wnt bcat act (from the list above):
SMILES	dFosB activator	CAL PDZ FP-1	RTF Ca sens act	V-ATPase pH	MITF TRPM1 HTS	CDK5 inh	Tat transport	CAL PDZ FP-2	Rtt109 Vps75	Wnt bcat act
CC(C)(C)c1ccc(C(=O)NC(=S)N2CCOCC2)cc1	-1	-1.4	-1	7	104*	0.8	-7	-3	-12	34*

(more compounds)
SMILES	dFosB activator	CAL PDZ FP-1	RTF Ca sens act	V-ATPase pH	MITF TRPM1 HTS	CDK5 inh	Tat transport	CAL PDZ FP-2	Rtt109 Vps75	Wnt bcat act
O=C(/C=C/c1ccc([N+](=O)[O-])cc1)c1ccccc(=O)c1O	-7	-1.4	-4	24	-67	-1.7	11	-2	0	-21
CC(C)(C)n1nc2c(c1NC(=O)C1CC(=O)N(c3ccc(Cl)cc3)C1)CS(=O)(=O)C2 (stereo not given)	1	-0.5	-2	1	-7	-3.7	2	x	1	1
CCCn1c(=O)c(C(=O)NNC(=O)c2ccccc2[N+](=O)[O-])c(O)c2ccccc21	-7	-5.3	22	-1	1	-2.1	-1	-1	-6	-1
Cc1ccc(C(=O)c2oc3ccccc3c2NC(=O)c2cc(-c3cc(C)ccc3O)n[nH]2)cc1	1	-0.2	4	-2	-8	0.4	2	-4	25	-2
CNC(=O)COc1ncnc2scc(-c3ccc(F)cc3)c12	-3	-3.1	1	-1	-7	0.6	3	1	0	-1
CCC1SC(=NC(=O)c2ccc(Cl)c(Cl)c2)NC1=O (stereo not given)	-3	-0.3	-2	5	x	-1.0	-9	0	8	x
COc1ccc(S(=O)(=O)N2CCN(C(=O)[C@@H]3CCC(=O)N3C3OC(=O)c4ccccc43)CC2)cc1 (stereo not given in full)	-2	-1.6	0	-3	x	0.3	4	-1	-23	-5
O=C(NNS(=O)(=O)c1cc(Cl)c(Cl)cc1Cl)c1cccnc1	-3	-1.6	5	7	-7	-2.7	-2	0	9	5

High-throughput results (PubChem)
